Screening results from PubChem.
pCIP destab = lowers stability of the mouse p/CIP coactivator protein | Q05BA5 | F442A p/CIP-EGFP cells, EGFP fluorescence, 16 h | decrease of EGFP signal, % at 10 µM | hit rate 0.01% among 290,000 | AID 1984;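 active = EGFP signal decrease of at least 30% at 10 µM or well 3 SD below plate mean, unless failing retest; inactive = the rest, including hits failing retest or dose response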; also: some compounds called inactive have numbers as strong as hits; many of its hits are not listed in these tables
IDE cell inh = cellular human IDE inhibition; P14735; HEK cells, FAbetaB cleavage, fluorescence polarization; inhibition, % at 5.59 µM; hit rate 0.41% among 320,000; AID 434962;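 active = percent inhibition above the average of all tested compounds plus 3 SD, set per screening campaign, cut at about 16% in these data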;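 also: IDE supplied by intact live HEK cells; FP after avidin binding of uncleaved biotin substrate so inhibition keeps polarization high; 0% = DMSO wells and 100% = 60 µM reference IDE inhibitor Ii1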
Target sequence (P14735 whole entry, looked up): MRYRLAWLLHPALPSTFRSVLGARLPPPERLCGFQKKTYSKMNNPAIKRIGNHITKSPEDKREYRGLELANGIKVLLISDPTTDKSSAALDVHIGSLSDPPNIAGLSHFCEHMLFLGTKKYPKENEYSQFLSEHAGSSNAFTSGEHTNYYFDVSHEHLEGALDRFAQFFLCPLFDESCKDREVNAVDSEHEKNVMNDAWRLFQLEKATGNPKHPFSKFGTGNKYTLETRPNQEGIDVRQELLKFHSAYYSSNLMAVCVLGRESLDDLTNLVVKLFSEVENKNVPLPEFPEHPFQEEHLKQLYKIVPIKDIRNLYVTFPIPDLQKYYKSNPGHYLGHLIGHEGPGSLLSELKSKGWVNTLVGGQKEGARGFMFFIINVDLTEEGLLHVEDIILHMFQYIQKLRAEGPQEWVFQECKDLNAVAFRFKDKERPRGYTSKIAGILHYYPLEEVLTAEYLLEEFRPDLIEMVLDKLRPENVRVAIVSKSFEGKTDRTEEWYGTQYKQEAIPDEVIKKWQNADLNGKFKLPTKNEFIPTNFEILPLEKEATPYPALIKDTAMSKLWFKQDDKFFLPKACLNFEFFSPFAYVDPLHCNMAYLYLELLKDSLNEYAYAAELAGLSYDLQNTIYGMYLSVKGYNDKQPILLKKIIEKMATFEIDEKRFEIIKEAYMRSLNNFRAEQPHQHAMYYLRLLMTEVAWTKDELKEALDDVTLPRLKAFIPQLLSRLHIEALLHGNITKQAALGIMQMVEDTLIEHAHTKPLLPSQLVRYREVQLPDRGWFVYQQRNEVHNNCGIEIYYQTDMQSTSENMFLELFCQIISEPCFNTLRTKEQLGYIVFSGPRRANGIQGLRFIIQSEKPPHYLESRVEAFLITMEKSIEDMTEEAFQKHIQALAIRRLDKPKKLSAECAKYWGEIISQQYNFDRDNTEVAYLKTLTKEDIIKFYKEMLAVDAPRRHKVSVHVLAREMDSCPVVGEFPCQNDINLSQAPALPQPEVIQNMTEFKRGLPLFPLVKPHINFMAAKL
IDE act = boosts human insulin-degrading enzyme activity in HEK cells; P14735; FAbeta-B cleavage, fluorescence polarization; 0% vehicle, 100% cell-free pure enzyme wells; activation, % at 5.96 µM; hit rate 0.073% among 340,000; AID 493087;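 active = activation above the mean of all tested compounds plus 3 SD, set per screening campaign, cut at about 17% in these data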
PfM18AAP inh = blocks P. falciparum M18 aspartyl aminopeptidase. hit rate 1.2% among 290,000. AID 1822. inhibition, % at 7.35 µM. recombinant PfM18AAP, H-Glu-NHMec fluorogenic cleavage;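 active = inhibition above the campaign mean inhibition over all tested compounds plus 3 SD, cut at about 28% in these data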;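 also: 0% = plate median of test compound wells and 100% = 2 mM ZnCl2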
NALP1 inh = inhibitors of NALP1 inflammasome in yeast; hit rate 0.61% among 280,000; inhibition, % at 10 µM; AID 2071; S. cerevisiae NALP1/ASC/caspase-1 growth, X-gal OD620, 72 h; in the data active = inhibition mostly above about 24%, no sharp cut-off; inactive = mostly below about 32%; also: some compounds called inactive have numbers as strong as hits
IMP-1 inhibitor = inhibitors of Pseudomonas aeruginosa IMP-1 metallo-beta-lactamase; inhibition, % at 5.6 µM; purified IMP-1, nitrocefin hydrolysis, epi-absorbance fluorescence; hit rate 0.45% among 290,000; AID 1556;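 active = inhibition above the mean plus 3 SD of all compounds in the same screening run, cut at about 4.5% in these data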;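 also: 0% = IMP-1 with DMSO and 100% = DMSO wells lacking enzyme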
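System: purified IMP-1 / Input: IMP-1 dispensed at 0.2 nM / Medium: 50 mM HEPES pH 7.1, 50 µM ZnSO4, 0.05% Brij 35 / Timing: 15 min enzyme–compound preincubation, then 25 min nitrocefin reaction, 25 °C / Technique: plate fluorescence quenching by hydrolysis product, ex 480/em 530 nm / Repeats: singlicate testing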
PHOSPHO1 block = PHOSPHO1 (human) inhibition | Q8TCT1 | recombinant PHOSPHO1, absorbance phosphatase assay | inhibition, % at 13.3 µM | hit rate 1.1% among 290,000; in the data active = inhibition above about 60%
GPR7 antag = human neuropeptides B/W receptor 1 antagonism; P48145; GPR7-expressing cells, fluorescence antagonist assay; inhibition, % at 4.4 µM; hit rate 1.1% among 290,000; AID 1861; in the data active = inhibition above about 16%, passing the limit was not always enough;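 also: cells stimulated with the agonist NPW; 0% = agonist with vehicle and 100% = vehicle without agonist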
VIM-2 inh = blocks Pseudomonas aeruginosa VIM-2 metallo-beta-lactamase; purified VIM-2, nitrocefin hydrolysis, epi-absorbance fluorescence; inhibition, % at 5.6 µM; hit rate 0.89% among 290,000; AID 1527;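 active = inhibition above the mean of all tested compounds plus 3 SD, cutoff set per screening run, cut at about 7.5% in these data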;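 also: red hydrolysis product quenches plate fluorescence so inhibitors raise well fluorescence; 0% = enzyme with DMSO and 100% = DMSO without enzyme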
* = called active by the depositor; . = not tested or not shown. Compounds as they come; 5.3% or so of the library scored in one or more.

SMILES	pCIP destab	IDE cell inh	IDE act	PfM18AAP inh	NALP1 inh	IMP-1 inhibitor	PHOSPHO1 block	GPR7 antag	VIM-2 inh
O=C(Nc1ccc(F)cc1)NC1CCCCCCC1	14	.	-2	1	-10	-1.6	16	-16	-2.6
Cc1ccccc1N1CN(Cc2ccco2)CNC1=S	0	-1	8	-5	4	-1.4	2	-1	-1.0
O=C1c2ccccc2C(=O)N1c1ccc(Cc2ccncc2)cc1	-28	6	-1	-16	24	-2.1	4	0	-1.4
N#C[C@]1(S(=O)(=O)c2ccccc2)C[C@@H]2ON=C(c3cccc(Br)c3)[C@@H]2C1	5	0	-2	4	14	0.0	4	11	0.8
Cc1cc(C)cc(NC(=O)Nc2cc(S(=O)(=O)N(C)C)ccc2C)c1	-15	9	.	-9	32	-0.8	21	-6	-0.3
CCCCc1nc2ccccc2c(NC(=O)CN2CCN(C)CC2)c1CCC	-6	-1	-3	-3	29	-0.7	-1	-12	-0.9
O=C(NNC(=O)c1cccnc1)c1ccncc1	-4	2	1	-1	12	-0.4	22	-10	-0.9
CC(C)N(C(=O)N1CCN(c2ccnc3cc(Cl)ccc23)CC1)C(C)C	8	.	-17	-4	8	-0.4	32	12	-0.1
Cc1cc(C)c2cccc(N)c2n1	-22	-4	-2	-1	11	-4.7	29	-16	-4.3
Cc1ccc(NC(=O)C2CC(=O)n3c(nc4ccccc43)N2)cc1C (centres undefined)	-5	-5	3	-13	.	-1.2	30	-6	-2.1
CCOC(=O)c1ccc(NC(=O)CSc2nc3c(c(=O)n2C)SC(C)C3)cc1 (centres undefined)	-17	12	-17	10	3	-3.5	9	2	-2.7
CC(C)NC(=O)c1ccccc1-c1nc(-c2ccccc2Cl)no1	2	2	-1	1	-4	-3.2	0	-12	-3.6
COc1cc(NC(=O)CCCNC(=O)c2ccc(Cl)cc2)cc(OC)c1	-4	1	1	-8	-2	-3.0	23	1	0.6
COCCNC(=O)C(=O)NCC1OCCCN1S(=O)(=O)c1cccs1 (centres undefined)	0	-1	-1	2	24	-2.0	-8	-2	-1.6
CCc1nnc2c(N(C)C)nc3ccccc3n12	11	2	-5	4	13	-0.5	9	-5	16*
CC1c2cc3c(cc2CCN1S(=O)(=O)c1ccccc1)OCCCO3 (centres undefined)	-4	5	-8	-4	24	-3.5	-1	10	0.1
Cc1nn(-c2ccccc2)c(C)c1-c1cc(C(=O)N/N=C/c2ccc(O)cc2)[nH]n1	-8	-4	-2	5	9	-1.6	28	-4	-3.2
CC1=C(C(=O)Nc2ccccn2)C(c2ccc(Br)cc2)NC(=S)N1 (centres undefined)	-7	8	-2	-6	23	-2.2	1	-8	-0.7
Cc1cc(N(C)NC(=S)Nc2ccccc2)nc(C)n1	-9	-3	-1	-7	11	-2.1	3	-2	0.0
COc1cc(/C=N\NC(=O)C2C(=O)NCC2c2ccccc2)cc(OC)c1O (centres undefined)	-4	12	4	7	7	-3.4	22	-6	-1.3
CCC(=O)Nc1nc2ccccc2n1CCN(C)C	3	1	3	6	1	0.9	13	-8	-1.5
Nc1ccc2nc(-c3ccccc3)c(-c3ccccc3)nc2c1	3	3	-7	26	11	-2.4	44	-20	-1.6
CC(C)CN(C(=O)CSc1nn(-c2ccc(Cl)cc2)c(=S)s1)C1CCS(=O)(=O)C1 (centres undefined)	-12	3	-2	0	0	-2.9	3	0	-0.6
COc1ccc(OC)c2sc(N3CCCCC3)nc12	-8	2	4	-2	-6	-0.8	-11	-3	-4.4
CCOc1ccc(CN2CCNC(=O)C2CC(=O)NCCC2=CCCCC2)cc1 (centres undefined)	-9	3	.	-6	-6	-2.1	32	-4	-1.3

(listing goes on)
SMILES	pCIP destab	IDE cell inh	IDE act	PfM18AAP inh	NALP1 inh	IMP-1 inhibitor	PHOSPHO1 block	GPR7 antag	VIM-2 inh
O=c1oc(-c2ccccc2)cc(Cl)c1Cl	-6	6	4	14	4	-4.2	5	32	-1.2
CC(=O)N(CN1C(=O)c2ccccc2C1=O)c1ccccc1	-6	4	4	-7	10	-2.5	16	-5	-2.7
CCOCC(=O)Nc1ccc(S(=O)(=O)NCC2CCCO2)cc1 (centres undefined)	-2	3	0	-3	-3	0.0	8	3	2.1
O=C(O)c1cscn1	5	5	-1	-9	13	-2.5	-2	1	-1.2
OC1(c2ccccc2Cl)NN=C2CCCCCN21 (centres undefined)	0	-1	5	-16	-4	-2.0	23	-1	-0.4
O=C(CNS(=O)(=O)c1ccc(Br)s1)NCC1COc2ccccc2O1 (centres undefined)	-12	5	2	0	18	-7.0	6	-11	-5.2
Cc1cc(=O)oc2c3c(cc(OCC(=O)NC4CC4)c12)OC(C)(C)CC3	-1	1	6	1	8	-1.2	-80	13	-0.5
COCCNS(=O)(=O)c1ccc(Cl)c(C(=O)NC2CCN(Cc3ccccc3)CC2)c1	-2	0	-1	1	11	-0.8	8	4	-1.8
N#CCCn1nc(-c2ccccc2)cc1-n1c(C(F)(F)F)nc2ccccc21	-8	2	3	-11	13	-2.9	-2	-8	-3.1
FC(F)(F)c1nc2nncn2c2c1CCCCC2	-8	-2	0	1	16	1.8	15	-9	-2.7
COc1ccc(NC(=O)c2ccc(S(=O)(=O)N3CCCCC3)cc2)c(OC)c1	0	-14	-3	-7	21	-1.8	26	-15	0.2
COc1cccc(C2=NOC(C(=O)NC(C)C)C2)c1 (centres undefined)	-6	-1	-6	-1	5	-1.8	26	26*	0.6
CC(Sc1n[nH]c(N)n1)C(=O)Nc1ccccc1-c1ccccc1 (centres undefined)	1	0	1	-2	12	-2.1	4	4	0.9
O=C(COC(=O)CCC(NC(=O)OCc1ccccc1)C(=O)OCC(=O)Nc1ccccc1)Nc1ccccc1 (centres undefined)	7	3	4	-2	22	-0.8	8	3	-0.7
O=C(CN(C(=O)c1csnn1)c1ccc2c(c1)OCCO2)NCc1ccc(F)cc1	-7	-5	5	-6	1	-1.5	30	-16	-2.2
CCc1ccccc1NC1c2ccccc2C(=O)N1c1cccnc1 (centres undefined)	5	3	2	-4	1	-2.2	10	5	0.5
COc1ccc(C(=O)Nc2ccc([N+](=O)[O-])cn2)cc1OC	-2	-1	-5	-4	28	-2.3	4	6	-0.7
CCN(CC)CCN(C(=O)CCS(=O)(=O)c1ccccc1)c1nc2cc(OC)c(OC)cc2s1	2	7	0	-3	8	-3.3	19	-1	-2.4
O=C1NNC(=O)C2C3C=CC(C4CC34)C12 (centres undefined)	-2	-5	0	5	5	-3.0	9	6	-1.9
O=C(O)c1ccc(CNC(=S)Nc2ccccc2)cc1	-14	-3	-1	2	0	-2.4	-1	-13	-1.0
Cc1cc(=O)[nH]c(N/N=C/c2ccc3c(c2)OCCO3)n1	-1	1	0	-3	17	-1.4	29	2	-0.7
CCCCNc1c(N)n(CCCC)c(=O)[nH]c1=O	-4	1	.	-1	42	-1.2	3	0	-0.9
O=C(O)c1nn(CCOc2ccc(Br)cc2)c(=O)c2ccccc12	4	2	-3	-1	-4	-1.9	39	-1	0.7
COc1ccc(C2CC(=O)C3=C(C2)NC(C)=C(C#N)C3c2ccc(N(C)C)cc2)cc1 (centres undefined)	-8	2	9	10	-13	0.2	3	-5	-4.4
O=C(COC(=O)c1ccccn1)Nc1cccc2ccccc12	-2	-3	2	-13	-3	-0.8	20	-3	2.6

Structural class, the entries above with a thiophene ring, fused or not (two)
SMILES	pCIP destab	IDE cell inh	IDE act	PfM18AAP inh	NALP1 inh	IMP-1 inhibitor	PHOSPHO1 block	GPR7 antag	VIM-2 inh
COCCNC(=O)C(=O)NCC1OCCCN1S(=O)(=O)c1cccs1 (centres undefined)	0	-1	-1	2	24	-2.0	-8	-2	-1.6
O=C(CNS(=O)(=O)c1ccc(Br)s1)NCC1COc2ccccc2O1 (centres undefined)	-12	5	2	0	18	-7.0	6	-11	-5.2

The list goes on.
SMILES	pCIP destab	IDE cell inh	IDE act	PfM18AAP inh	NALP1 inh	IMP-1 inhibitor	PHOSPHO1 block	GPR7 antag	VIM-2 inh
Cc1coc2cc3oc(=O)c(CC(=O)N[C@@H](CC(C)C)C(=O)O)c(C)c3cc12	-1	4	3	-4	14	-4.1	16	-5	-3.6
O=C(Nc1cccc(N=Cc2cc(Cl)cc(Br)c2O)c1)c1ccco1	12	5	0	6	12	-1.7	-9	1	-2.8
CN(C)c1ccc(C2(c3ccc(N(C)C)cc3)OC(=O)c3cc(N)ccc32)cc1	-10	2	-3	-6	10	-0.8	33	-9	-2.3
Cc1c(/C=N/Nc2ccc(C(=O)O)cc2)c2ccccc2n1C	-8	4	5	1	.	0.3	-117	-10	-0.1
C=CCn1c(SCCOc2ccc(OC)cc2)nnc1C(CO)NC(=O)c1ccc(OC)cc1 (centres undefined)	-4	8	-4	-10	-7	-3.7	2	-1	-0.9
CC(NC(=O)N1CCN(c2ccccc2F)CC1)c1ccc(F)c(F)c1 (centres undefined)	-8	6	2	8	1	-3.8	27	0	-2.1
S=c1[nH]nc(-c2cccs2)n1Cc1ccccc1	-1	0	-4	27	6	-2.2	16	-10	43*
O=C(CCS(=O)(=O)c1cc(Br)cc2c1N(C(=O)C1CC1)CC2)NCc1ccco1	-7	.	-1	9	14	-3.1	-21	-11	-2.3
CCN1C(=O)CS/C1=N\S(=O)(=O)c1ccc(Cl)cc1	-3	-1	0	4	-29	-2.1	21	-7	-1.7
CN(Cc1c(C(=O)N/N=C/c2cccc(O)c2)nnn1-c1nonc1N)c1ccccc1	1	0	3	2	28	-2.2	40	1	0.1
O=C1CC(SCCc2nc3ccccc3[nH]2)C(=O)N1c1ccc(Cl)cc1 (centres undefined)	-13	4	6	-5	8	-3.4	6	-6	-0.9
Cc1c(C(=O)Nc2cccc(C(F)(F)F)c2)oc2ccc(S(=O)(=O)N3CCOCC3)cc12	-9	3	-1	1	14	-1.0	14	2	-2.3

Entries above with a furan ring, fused or not (5):
SMILES	pCIP destab	IDE cell inh	IDE act	PfM18AAP inh	NALP1 inh	IMP-1 inhibitor	PHOSPHO1 block	GPR7 antag	VIM-2 inh
Cc1ccccc1N1CN(Cc2ccco2)CNC1=S	0	-1	8	-5	4	-1.4	2	-1	-1.0
Cc1coc2cc3oc(=O)c(CC(=O)N[C@@H](CC(C)C)C(=O)O)c(C)c3cc12	-1	4	3	-4	14	-4.1	16	-5	-3.6
O=C(Nc1cccc(N=Cc2cc(Cl)cc(Br)c2O)c1)c1ccco1	12	5	0	6	12	-1.7	-9	1	-2.8
O=C(CCS(=O)(=O)c1cc(Br)cc2c1N(C(=O)C1CC1)CC2)NCc1ccco1	-7	.	-1	9	14	-3.1	-21	-11	-2.3
Cc1c(C(=O)Nc2cccc(C(F)(F)F)c2)oc2ccc(S(=O)(=O)N3CCOCC3)cc12	-9	3	-1	1	14	-1.0	14	2	-2.3

Part of the list above, reduced to VIM-2 inh and PfM18AAP inh:
molecule	VIM-2 inh	PfM18AAP inh
CCN(CC)CCN(C(=O)CCS(=O)(=O)c1ccccc1)c1nc2cc(OC)c(OC)cc2s1	-2.4	-3
CCOCC(=O)Nc1ccc(S(=O)(=O)NCC2CCCO2)cc1 (centres undefined)	2.1	-3
Nc1ccc2nc(-c3ccccc3)c(-c3ccccc3)nc2c1	-1.6	26
Cc1c(/C=N/Nc2ccc(C(=O)O)cc2)c2ccccc2n1C	-0.1	1
CC1=C(C(=O)Nc2ccccn2)C(c2ccc(Br)cc2)NC(=S)N1 (centres undefined)	-0.7	-6
